# PTHR1 ag = qHTS for PTHR1 Agonists: Primary Screen. Parathyroid hormone/parathyroid hormone-related peptide receptor (Homo sapiens), Q03431. HEK293 GP2 PTHR1 cells, GloSensor cAMP luminescence, 1 h. 410,000 compounds, 0.075% hits. Potency, µM (top dose mostly 115 µM), without a hit: top-dose activation, most hits filed as activators; further: nearly all actives have a fitted effect of over 55% in size; some results filed as inactive show a strong effect at the top dose; inactives centre near -15; many of its hits are not listed in these tables
# Target sequence (Q03431 whole entry, looked up): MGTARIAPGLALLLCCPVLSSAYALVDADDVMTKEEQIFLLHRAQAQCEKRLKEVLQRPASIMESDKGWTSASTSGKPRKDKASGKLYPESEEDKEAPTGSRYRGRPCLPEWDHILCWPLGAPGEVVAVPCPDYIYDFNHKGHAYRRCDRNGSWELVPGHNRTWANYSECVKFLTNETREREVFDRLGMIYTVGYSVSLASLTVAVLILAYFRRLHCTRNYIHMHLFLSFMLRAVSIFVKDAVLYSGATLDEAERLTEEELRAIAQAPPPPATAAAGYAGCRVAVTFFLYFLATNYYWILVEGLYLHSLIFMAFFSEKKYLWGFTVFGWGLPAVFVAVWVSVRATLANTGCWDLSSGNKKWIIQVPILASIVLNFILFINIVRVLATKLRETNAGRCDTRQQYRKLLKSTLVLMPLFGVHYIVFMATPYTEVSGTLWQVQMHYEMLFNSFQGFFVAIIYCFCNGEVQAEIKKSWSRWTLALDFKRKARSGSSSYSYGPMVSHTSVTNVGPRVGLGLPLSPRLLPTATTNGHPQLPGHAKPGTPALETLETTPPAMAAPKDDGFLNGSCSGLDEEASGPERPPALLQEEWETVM
#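 HEK-293-derived GP2 cells expressing PTHR1 and a GloSensor cAMP reporter, 3,000/well, plated overnight, given luciferin plus IBMX (each 0.5 mM as added) for 1 h at 37 °C, then compound for 1 h at 37 °C. Luminescence was read after 15 min at room temperature.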
# FUS yeast rescue = qHTS for Suppressors of FUS Proteinopathy: Primary screen using FUS-linked yeast assay | 390,000 compounds, 0.24% hits | Potency, µM (top dose mostly 76.6 µM), for inactives: at the highest dose growth rescue (activation), most hits filed as activators | S. cerevisiae FUS-expressing, growth rescue, OD600, 24 h;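 further: plate controls were DMSO vehicle for no effect and reference control for full effect; nearly all actives have a fitted effect of over 55% in size; some results filed as inactive show a strong effect at the top dose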
#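 S. cerevisiae expressing FUS from galactose induction served as the toxicity model. Growth after 24hr at 30C, read as absorbance at 600 nm, indicates suppression of toxicity; compounds dosed at several concentrations.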
# TDP43 rescue = qHTS of TDP-43 Inhibitors. TDP-43 expressing yeast growth rescue, BacTiter-Glo, 24 h. Potency, µM (titrated, usually from 46.1 µM), for the others: at the top dose growth rescue (activation), actives largely listed as activators. 410,000 compounds, 1.8% hits; further: % of control where 0% means no effect; nearly all actives have a fitted effect of over 50% in size
#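 Yeast expressing TDP-43 (pregrown in raffinose, seeded at OD600=0.02 in galactose medium) exposed to compounds 24 hr at 30 deg C. Growth read by BacTiter-Glo luminescence; rescue of toxicity appears as increased signal.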
# Active calls of the source: *; i = inactive; ? = inconclusive; [ ] = remark or other dose. The call rests on the fitted dose curve; in most records, active means well fitted curve in the direction sought with a large enough effect; inconclusive means small, poorly fitted or top-dose-only effect, or another doubt; inactive means no such curve, though single readings can be large; an effect the other way counts as inactive or inconclusive. Potency means the concentration at half of the fitted maximal effect. This is a subset; the hit share may differ from the screen's.
SMILES,PTHR1 ag,FUS yeast rescue,TDP43 rescue
CCOC(=O)c1cc(-c2ccc(C)cc2)n(CCC(=O)NCCc2ccc(C)cc2)c1C,-7%,-10%,-1%
Cc1c2cnn(CC(=O)NCc3ccc(Cl)cc3)c(=O)c2c(C)n1Cc1ccc(F)cc1,-54%[inhibitor],-1%,0%
COc1ccc(C(=O)/C=C/c2cn(CC(O)CN3CCCCCC3)c3ccccc23)cc1OC (stereo not drawn),i,39%,15%
CCN(CC)CCn1c(-c2ccccc2)csc1=Nc1ccccc1,i,5%,11%
CC(=O)N1c2ccccc2CC1C(=O)N1CCN(c2ccccc2)CC1 (stereo not drawn),-3%,-26%,17%
CCOC(=O)c1oc2ccc(S(=O)(=O)n3nc(-c4cc(OCC)c(OCC)c(OCC)c4)cc3N)cc2c1C,15%,-14%,11%
CCOc1ccc(OCC)c(NC(=O)c2cnc(SC)nc2-c2ccccc2)c1,i,1%,-14%
COCCCNC(=O)Nc1cc(C(=O)NCc2ccc(OC)cc2)ccc1N1CCCC1,i,?,0%
O=C(Nc1cccc(F)c1)[C@@H](c1ccccc1)N1Cc2ccccc2C1=O,i,12%,18%
O=C(Nc1ccc(SC(F)F)cc1)c1cc(-c2ccc3c(c2)OCCO3)on1,-6%,19%,13%
COC(=O)c1cc(NC(=O)Cn2nc(-c3ccccc3)c3c(c2=O)CCCC3)cc(C(=O)OC)c1,8%,6%,19%
CCC1CN(C(=O)N2CCC(C(=O)NCc3cccs3)CC2)c2cc(C)ccc2O1 (stereo not drawn),-42%[inhibitor],30%,4%
Clc1ccc(-c2cc3ncc4c(n3n2)-c2ccccc2OC4)cc1,-6%,-2%,11%
COc1ccc(Nc2cc(C)c3cc(NC(=O)COc4cccc(C)c4)ccc3n2)cc1,-34%[inhibitor],?,?
CCOC(=O)c1cc2c(=O)n3ccccc3nc2n(CCCOC)c1=NC(=O)c1cc2ccccc2o1,i,7%,17%
Cc1cc(C)cc(N(CC(=O)NCCc2ccc(Cl)cc2)S(=O)(=O)c2c(C)noc2C)c1,i,-8%,17%
CCN1CCN(C(c2ccccc2)c2c(O)cc(C)n(Cc3ccco3)c2=O)CC1 (stereo not drawn),?,38%,6%
CCOc1ccc(NS(=O)(=O)c2cc3c(cc2Cl)NC(=O)CO3)cc1,-6%,-1%,7%
CCOC(=O)N1CCc2c(sc3c2c(=O)n(CCc2ccccc2)c(=O)n3CC(=O)Nc2ccccc2C)C1,-19%,-1%,13%
COc1ccc(CNC(=O)C(C(C)C)N2Cc3ccccc3C2=O)cc1 (stereo not drawn),i,-4%,?
Cc1ccc(NC(=O)Cn2c(=O)n(CCc3ccccc3)c(=O)c3sc4ccccc4c32)cc1C,?,-11%,-29%
O=C(Nc1cc(-c2ccc(F)c(F)c2)no1)c1ccccc1F,-12%,37%,19%
O=C(Nc1noc2ccccc12)c1c(F)cccc1F,-38%[inhibitor],-14%,-3%
COCCNC(=O)c1ccc2c(c1)N(Cc1ccc(C(F)(F)F)cc1)C(=O)c1ccccc1S2,-20%,?,15%
CC(=O)c1ccc(Nc2nc3ccccc3nc2-n2nc(C)cc2C)cc1,-14%,-21%,13%

# Going on with the list:
SMILES,PTHR1 ag,FUS yeast rescue,TDP43 rescue
Cc1ccc(C2=Nc3ccccc3N=C(c3ccc(F)cc3)C2)c(O)c1,i,-5%,-2%
Cc1ccc(NC(=O)c2cc(-c3ccc(Br)s3)nc3ccccc23)cc1F,i,0%,-23%
Cc1ccc(-n2c3c(c(=O)[nH]c2=O)C(NC(=O)C(C)(C)C)(C(F)(F)F)C(=O)N3)cc1 (stereo not drawn),-14%,-30%,15%
Cc1cccc(CSCCNC(=O)CN(c2ccccc2)S(=O)(=O)N(C)C)c1,i,22%,9%
Cc1ccc(CCNC(=O)c2ccc3c(c2)nc2n3CCC(C)C2)cc1 (stereo not drawn),-11%,-9%,13%
COCCNC(=O)c1cc(-c2cccc(Cl)c2)on1,i,-22%,?
COc1ccc(Cn2ccc3nc(C)c(C(=O)Nc4cc(OC)c(OC)c(OC)c4)cc3c2=O)cc1,2%,12%,-7%
CC(=O)c1ccc(NC(=O)c2ccc(-c3nc(CSc4ccc(C)cc4)c(C)o3)cc2)cc1,-27%,10%,11%
COc1ccc(-c2noc(N3CCC(C(=O)Nc4ccc(F)cc4Cl)CC3)n2)cc1,-34%,1%,26%
COc1ccccc1-c1cc(C(F)(F)F)nc(S(=O)(=O)CCCC(=O)Nc2ccc(F)c(Cl)c2)n1,-24%,-9%,-1%
O=C(CN1CCCN(Cc2cccc(Cl)c2)S1(=O)=O)Nc1ccc2c(c1)OCCO2,-22%,31%,11%
COc1cccc(CNC(=O)C2CCN(c3nc4ccc(Cl)cc4[nH]3)CC2)c1,-13%,-5%,10%
COc1ccccc1Nc1c2c(nc3ccc(NC(=O)/C=C/c4cccc(OC)c4OC)cc13)CCCC2,-9%,?,-22%
COc1ccc(Cl)cc1NC(=O)c1sc2nc3c(cc2c1N)CN(C)CC3,i,4%,23%
Fc1ccc(C(c2nnc(-c3ccccc3)o2)N2CCN(c3ccccc3)CC2)c(Cl)c1 (stereo not drawn),-7%,?,-8%
CCC(C)NC(=O)c1ccc2c(c1)nc1n2CCCCC1 (stereo not drawn),i,10%,2%
CC(C)CC1Nc2ccc(C(=O)NCCCOC(C)C)cc2NC1=O (stereo not drawn),-7%,3%,20%
CC1CCN(S(=O)(=O)c2ccc3c(c2)oc(=O)n3CC(=O)NC(C)c2ccccc2)CC1 (stereo not drawn),-92%[inhibitor],30%,-15%
Cc1cccc(-c2noc(CN(C(=O)COc3ccc(Br)cc3C)C(C)C)n2)c1,-4%,14%,4%
CC(c1ccccc1)n1cc2c(c1-c1ccccc1Br)c(=O)n(C)c(=O)n2C (stereo not drawn),-21%,?,14µM*
COc1ccc(CCNC(=O)c2nc(SCc3ccc(C)cc3)ncc2Cl)cc1OC,-91%[inhibitor],?,-10%
COc1cccc(C2C(C(=O)Nc3ccc(Cl)cc3)=C(C)Nc3nc4ccccc4n32)c1 (stereo not drawn),6%,-5%,-2%
CCOc1ccccc1NS(=O)(=O)c1ccc2c(c1)oc(=O)n2C,6%,-13%,-21%
CCC(=O)N1CCc2cc(Br)cc(S(=O)(=O)CCC(=O)Nc3cccc(C)c3C)c21,i,-2%,-18%
O=C(Nc1cc(F)ccc1F)c1ccc2c(c1)nnn2C1CCCC1,-21%,-17%,12%

# Later entries.
SMILES,PTHR1 ag,FUS yeast rescue,TDP43 rescue
Cc1cc2c(cc1S(=O)(=O)N(C)CC(=O)Nc1ccc(C#N)cc1)OCC(=O)N2,-17%,-11%,14%
Cc1cccc(-c2nc(C(N)=O)c3c(n2)n(-c2ccc4c(c2)OCO4)c(=O)n3C)c1,i,-15%,-1%
Cc1nnc(N2CCN(c3ccccc3F)CC2)c2c1nnn2Cc1ccc(F)cc1,-40%[inhibitor],-14%,-1%
CCOC(=O)c1c(S(=O)(=O)N2CCC(C(=O)Nc3ccccc3OC)CC2)c(C)n(CC)c1C,i,15%,21%
CCN1CCN(C(=O)c2ccc3c(c2)N(Cc2cc(C)ccc2C)C(=O)c2ccccc2S3=O)CC1 (stereo not drawn),-19%,10%,4%
COc1ccc(NC(=O)NCC2CCN(Cc3ccccc3F)CC2)c(OC)c1,-13%,-13%,9%
CCCN(CCC)c1nc(-c2ccccc2F)nc2ccccc12,i,-1%,9%
Cn1cc(S(=O)(=O)N2CCCCCC2)cc1C(=O)N1CCN(c2cccc(Cl)c2)CC1,-37%[inhibitor],?,21%
COc1ccc(-c2c(C)nn3c(C(F)(F)F)cc(C)nc23)cc1OC,-12%,27%,23%
O=C(Nc1ccc2nc(SCC(=O)N3CCCC3)sc2c1)c1ccccc1F,-15%,5%,6%
Cc1cc(C)c2oc(C(=O)Nc3c(C(=O)c4ccc(F)cc4)oc4ccccc34)cc(=O)c2c1,i,-20%,13%
CC(=O)N1CCCc2cc(S(=O)(=O)N(C)CC(=O)Nc3ccc(Cl)cc3C)ccc21,-4%,27%,11%
CCc1ccccc1NC(=O)N1CCOc2ccccc21,?,-25%,?
Cc1ccc(Sc2c(C(=O)NCc3ccccc3C)[nH]c3ccccc23)cc1,-4%,-25%,20%
Cc1c(C(=O)Nc2ccc(F)cc2)oc2ccc(S(=O)(=O)N3CCCCCC3)cc12,-53%,9%,18%
Cc1ccc(Nc2ncc(C(=O)Nc3ccc(F)cc3F)c3ccccc23)cc1Cl,-95%[inhibitor],-15%,8%
COc1cccc(CNC(=O)c2ccc3c(c2)N(C)C(=O)C2CCCCN32)c1 (stereo not drawn),-22%,26%,?
Cn1c(Oc2ccccc2)nc2c1c(=O)n(Cc1ccc(Cl)cc1Cl)c(=O)n2C,-26%,12%,12%
CCOc1ccc(-c2nc(SCC(=O)NCCCOC)c(-c3ccccc3)[nH]2)cc1,i,-13%,12%
COc1ccc(C(=O)c2cn(Cc3ccccc3)c3ccccc3c2=O)cc1OC,i,26%,9%
O=C(NCc1ccc2c(c1)OCO2)c1ccc2c(c1)N(Cc1ccccc1F)C(=O)c1ccccc1S2=O (stereo not drawn),-34%[inhibitor],?,10%
Cc1ccc(C)c(NC(=O)c2cnn(-c3cccc(F)c3)c2C2CCN(C(=O)OC(C)(C)C)CC2)c1,-31%,?,35µM*
CCc1c(-c2ccccc2)nc2ccccc2c1C(=O)NCc1ccc(C)cc1,-37%[inhibitor],?,35µM*
COc1ccc(C2C(C(=O)Nc3ccccc3OC)=C(C)Nc3c(C(=O)Nc4ccccc4)cnn32)c(OC)c1 (stereo not drawn),?,31%,2%
COc1cccc(CNc2nccn(-c3ccc(OC)c(OC)c3)c2=O)c1,i,8%,15%

# (next part)
SMILES,PTHR1 ag,FUS yeast rescue,TDP43 rescue
CC1=C(c2ccc(Cl)cc2)S(=O)(=O)N=C1N1CCN(c2cccc(C)c2C)CC1,-1%,-2%,26%
CCCOc1ccccc1C1C(C(=O)Nc2ccccc2)=C(C)Nc2nnnn21 (stereo not drawn),-16%,26%,8%
CCCOc1ccc(N2CC(C(=O)Nc3cccc(Cl)c3Cl)CC2=O)cc1 (stereo not drawn),8%,28%,12%
Cc1ccc(N(C)C(=O)c2cnc(N3CCOCC3)c3ccccc23)cc1C,i,17%,?
Cc1cccc(-c2nnn3c2nc(NCCC(C)C)c2ccccc23)c1,-1%,-28%,20%
COC(=O)c1cc2oc3ccccc3c2n1CC(=O)Nc1ccc(C)c(F)c1,i,-14%,9%
CCc1ccc(-n2nc(CO)c(C(=O)NCc3ccccc3Cl)n2)cc1,i,-8%,12%
Cc1ccc(-c2cn3ccc(C)cc3n2)cc1,-15%,-7%,12%
COc1ccc(CCNC(=O)c2cc(Sc3cccc(Cl)c3)nc3ccccc23)cc1OC,-7%,26%,0%
C=CCOc1ccc(C2c3c(oc4ccc(C)cc4c3=O)C(=O)N2CCCN2CCOCC2)cc1 (stereo not drawn),2%,10%,5%
COc1ccc(NC(=O)CSC2=Nc3ccccc3C3=NC(CCC(=O)NCc4cccs4)C(=O)N23)cc1 (stereo not drawn),i,?,?
CC(=O)Nc1cc(C(=O)NCc2ccccc2)ccc1Sc1ccc(C)cc1,-16%,?,?
CCOc1ccccc1CNC(=O)Cn1nc(C)c2nn(-c3ccc(Cl)cc3)c(C)c2c1=O,-59%[inhibitor],21%,-7%

# High-throughput results deposited in PubChem by National Center for Advancing Translational Sciences (NCATS).
